# APE1 inh = inhibitors of human APE1 endonuclease; Potency, µM (doses to about 65.8 µM), for inactives: at the highest dose activity change, negative = inhibition, most hits filed as inhibitors; actives 0.35% (n = 350,000); recombinant APE1, TAMRA/BHQ-2 abasic DNA cleavage fluorescence;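 also: plate controls were vehicle for no effect and reference inhibitor for full effect; nearly all actives have a fitted effect of over 55% in size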
#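 Compound pre-exposure to 0.75 nM APE1, 15 min at ambient temperature. Reaction initiated with 50 nM TAMRA/BHQ-2 THF substrate, read immediately in kinetic mode, 525 nm excitation, 598 nm emission.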
# Pol kappa inh = blocks human DNA polymerase kappa activity; Q9UBT6; purified Pol kappa, fluorescent DNA synthesis assay, 10 min; Potency, µM (top dose mostly 107 µM), inactives show top-dose activity, negative = inhibition, usual class: inhibitors; actives 0.53% (n = 400,000); also: % is scaled to controls: 0 for no effect and ±100 for the full control effect
#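 Inhibition of 10 nM Pol kappa is measured by a fluorescent read-out at 0 and 10 min following addition of 50 nM substrate (final), with a 15-min room-temperature compound preincubation.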
# POLH inh = DNA polymerase eta (human) inhibition; recombinant Pol eta, fluorescent DNA replication assay; Potency, µM (top dose mostly 114 µM), for inactives: top-dose activity change, negative = inhibition, actives largely listed as inhibitors; actives 1.2% (n = 390,000); AID 588591; also: % is scaled to controls: 0 for no effect and ±100 for the full control effect
#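 Pol eta at 10 nM preincubated with compounds 15 min at room temperature; reaction started with fluorescent substrate (50 nM final) and read kinetically at 0 and 10 min.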
# JMJD2A Tudor = inhibitors of human JMJD2A Tudor domain; AlphaScreen JMJD2A-Tudor / H3K4me3 peptide binding; actives 4.4% (n = 390,000); O75164; Potency, µM (titrated, usually from 114 µM), for inactives: top-dose activity change, negative = inhibition, most hits filed as inhibitors; AID 504339; also: % is scaled to controls: 0 for no effect and ±100 for the full control effect; nearly all actives have a fitted effect of over 50% in size
# Pol beta inh = blocks human DNA polymerase beta activity; P06746; Pol beta primer extension/strand displacement, fluorescence kinetic; Potency, µM (series often up to 114 µM), for the others: at the top dose activity change, negative = inhibition, usual class: inhibitors; actives 1.3% (n = 340,000); also: % is scaled to controls: 0 for no effect and ±100 for the full control effect
#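 Homogeneous kinetic assay of primer extension and strand displacement by 10 nM Pol beta, preincubated 15 min at room temperature with compound before 50 nM substrate (final) was added. Read at 0 and 10 min; four-parameter Hill fit.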
# G9a inh = inhibitors of human histone lysine methyltransferase G9a. Q96KQ7. G9a H3K9 monomethylation, AlphaScreen, 2 h. Potency, µM (highest dose often 102 µM), without a hit: at the top dose activity, negative = inhibition, actives largely listed as inhibitors. actives 8.8% (n = 350,000). AID 504332; also: % is scaled to controls: 0 for no effect and ±100 for the full control effect; nearly all actives have a fitted effect of over 75% in size
# Target sequence (Q96KQ7 913-1193 limits assumed): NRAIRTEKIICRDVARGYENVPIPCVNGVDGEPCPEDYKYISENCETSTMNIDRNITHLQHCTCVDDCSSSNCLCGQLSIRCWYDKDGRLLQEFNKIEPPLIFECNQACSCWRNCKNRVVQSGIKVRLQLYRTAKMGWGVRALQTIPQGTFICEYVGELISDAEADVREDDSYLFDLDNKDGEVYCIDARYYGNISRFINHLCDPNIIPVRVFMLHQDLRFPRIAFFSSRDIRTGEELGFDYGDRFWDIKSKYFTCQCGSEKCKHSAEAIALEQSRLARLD
#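 Enzyme 20 nM + cpd, 15 min RT; add b-H3K9 pep 500 nM / SAM 20 uM; 2 h RT; anti-H3K9me1 Ab 0.5 ug/mL + SA donor / anti-rabbit acceptor beads 20 ug/mL each, 10 min; AlphaScreen read.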
# BAZ2B inh = BAZ2B (human) inhibition | Potency, µM (doses to about 114 µM), without a hit: at the highest dose activity change, negative = inhibition, actives largely listed as inhibitors | AID 504333 | Q9UIF8 | actives 4.4% (n = 360,000) | AlphaScreen BAZ2B-H3K14Ac peptide displacement; also: % is scaled to controls: 0 for no effect and ±100 for the full control effect; nearly all actives have a fitted effect of over 60% in size
#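 Compounds, titrated to a top concentration of 110 uM, were incubated 30 min at room temperature with preformed BAZ2B/acetyl-K14 H3 peptide complex (50 nM each). Proximity signal was measured by AlphaScreen after 20 min with beads.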
# POLI inh = DNA polymerase iota (human) inhibition; Potency, µM (top dose mostly 115 µM), for inactives: top-dose activity, negative = inhibition, actives largely listed as inhibitors; actives 1% (n = 390,000); Pol iota fluorescent replication assay, 10 min
# Target sequence (Q9UNA4 whole entry, looked up): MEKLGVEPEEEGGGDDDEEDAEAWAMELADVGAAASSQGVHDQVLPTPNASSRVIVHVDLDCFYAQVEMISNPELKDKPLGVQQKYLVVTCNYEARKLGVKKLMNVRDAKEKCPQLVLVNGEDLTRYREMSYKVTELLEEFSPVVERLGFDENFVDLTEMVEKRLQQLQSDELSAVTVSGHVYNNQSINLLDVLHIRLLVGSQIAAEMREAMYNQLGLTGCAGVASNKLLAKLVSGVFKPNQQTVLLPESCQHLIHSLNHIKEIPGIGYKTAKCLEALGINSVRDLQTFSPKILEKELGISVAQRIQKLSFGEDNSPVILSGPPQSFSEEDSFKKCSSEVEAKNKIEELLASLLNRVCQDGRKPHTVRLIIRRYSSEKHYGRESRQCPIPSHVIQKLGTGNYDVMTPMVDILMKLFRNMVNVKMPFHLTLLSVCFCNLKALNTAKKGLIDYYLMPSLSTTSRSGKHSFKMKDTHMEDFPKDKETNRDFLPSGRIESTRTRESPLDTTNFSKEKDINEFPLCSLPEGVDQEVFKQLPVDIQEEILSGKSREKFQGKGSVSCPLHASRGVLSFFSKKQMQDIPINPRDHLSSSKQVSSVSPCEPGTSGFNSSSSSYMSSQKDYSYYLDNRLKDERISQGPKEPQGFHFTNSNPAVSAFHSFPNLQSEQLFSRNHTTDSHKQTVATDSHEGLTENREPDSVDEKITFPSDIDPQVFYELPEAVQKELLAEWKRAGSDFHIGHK
#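 Pol iota at 10 nM preincubated 15 min with compounds at room temperature; reaction started with fluorescent substrate, 50 nM final. Fluorescence read kinetically at 0 and 10 min; buffer-only wells as negative control.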
# BLM helicase inh = blocks DNA unwinding by human BLM helicase. recombinant BLM DNA unwinding, fluorescence dequenching. actives 0.2% (n = 350,000). Potency, µM (titrated, usually from 56.1 µM), without a hit: at the highest dose activity change, negative = inhibition, actives largely listed as inhibitors. AID 2528. P54132;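 also: plate controls were vehicle for no effect and no enzyme for full effect; nearly all actives have a fitted effect of over 35% in size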
# Starred values were filed as active, the others as inactive; ? = inconclusive; . = no result given; & = joins results of further samples; [ ] = another dose, or the depositor's remark. Calls follow the shape of the dose curve; as a rule, active = well fitted curve in the direction sought with a large enough effect; inconclusive = small, poorly fitted or top-dose-only effect, or another doubt; inactive = no such curve, though single readings can be large; an effect the other way counts as inactive or inconclusive. Potency is read from the fitted curve at half-maximal effect.
No.	Compound	JMJD2A Tudor	G9a inh	POLI inh	Pol beta inh	Pol kappa inh	APE1 inh	BAZ2B inh	BLM helicase inh	POLH inh
1	c1ccc2nc3c(nc2c1)c1ccccc1n3CCN1CCOCC1	-7%	-7%[12.7 µM]	?	?	-24%	-3%	16%	88%[activator]	2%
2	CCN=C1SC(CC(=O)Nc2ccccc2OCC)C(=O)N1CC (stereo unspecified)	-14%	1%[12.7 µM]	20%	7%	1%	6%	1%	-1%	-10%
3	CC(=O)c1cccc(NC(=O)C2CCN(S(=O)(=O)c3ccc4c(c3)CCCN4C(C)=O)CC2)c1	-15%	2%[59 µM]	16%	9%	-3%[60.1 µM]	.	0%	0%	-21%
4	COc1ccccc1C(CNC(=O)C1CC(=O)N(Cc2ccc(C)cc2)C1)N1CCCC1 (stereo unspecified)	-22%	-2%	74%[activator]	.	-9%	8%	3%	.	-2%
5	O=c1oc2ccc(NS(=O)(=O)c3cccc4cccnc34)cc2s1	-24%	-4%[59 µM]	?	0%	1%	8%[12.4 µM]	-7%	-2%	-5%
6	CC(=O)Nc1cccc2c1[n+]([O-])c(C)c(C)[n+]2[O-]	.	?	.	9%	.	7%	-5%	-8%	.
7	Cc1ccc(C)c(C(=O)CSc2nc(-c3ccccc3)nc3c2CCCC3)c1	39%[activator]	31%[59 µM]	15%	1%	-2%	.	31%	-7%	-17%
8	COc1ccc2oc(C(=O)Nc3nc4ccccc4[nH]3)c(C)c2c1	-3%	8%[12.7 µM]	38%[activator]	-3%	15%	0%	-1%	-3%	-15%
9	N#Cc1ccc(C(=O)Nc2ccc(S(=O)(=O)NC3=NCCCCC3)cc2)cc1	-6%	50µM*	7%	-5%	1%	2%	?	-3%	-8%
10	COc1ccc(CC(=O)NC2CCSc3ccccc32)c(OC)c1 (stereo unspecified)	-20%	-2%	47%[activator]	5%	-6%	30%	-13%	-5%	-10%
11	COc1ccc(C(=O)Nc2cc(C(F)(F)F)ccc2Cl)cc1OC	-8%	21%[0.501 µM]	6%	38%	-6%	-2%	-4%	-6%	1%
12	Cc1cc2c(ncn2C)c(NS(=O)(=O)c2ccccc2Cl)c1C	-23%	?	-9%	-1%	-2%	-2%	6%	5%	9%
13	N#Cc1nc(-c2ccc(OCc3ccccc3)cc2)oc1NCc1cccnc1	-23%	?	-7%	11%	-10%	-6%	.	-3%	-15%
14	COc1ccc(CCC(=O)NNC(=O)Nc2cc(Cl)ccc2C)cc1	-5%	19%	22%	93%	-17%	5%	-5%	-1%	-4%
15	S=c1[nH]nc(C2CCCCC2)n1/N=C/c1c(Cl)cccc1Cl	-10%	3.5µM*	-3%	8%	-12%	13%	-29%	-4%	4%
16	CN(Cc1ccc(Cl)c(Cl)c1)C(=O)c1cccc(S(=O)(=O)N2CCN(Cc3ccccc3)CC2)c1	-25%	11%[59 µM]	18%	.	-8%	-12%	-3%	.	-29%
17	Cc1ccc(C)c(NC(=O)c2oc(=O)c3ccccc3c2-c2ccccc2)c1	-2%&-3%	9%[59 µM]	8%&-16%	-2%&11%	-7%&-14%	1%	1%	-6%&-10%	-25%&-15%
18	O=C(Nc1cccc(C(=O)O)c1)/C(=C\c1ccccc1)NC(=O)c1ccccc1	-14%[11.4 µM]	23%[59 µM]	98%[activator]	37%	1%	12%	-8%	-8%	-16%
19	CO[C@@H]1CC[C@@]2(C)[C@@H](CC[C@@]3(C)[C@H]2CC=C2[C@H]4CC(C)(C)[C@H](O)[C@@H](OC(C)=O)[C@]4(CO)[C@H](O)C[C@]23C)[C@@]1(C)CO (tested in a mixture with another compound)	.	14%[21.5 µM]	.	.	-6%[12 µM]	0%[21 µM]	.	2%[21.4 µM]	.
20	CN=C(Nc1cc(Cl)ccc1Cl)SC1CC(=O)N(c2ccc(C(=O)OC)cc2)C1=O (stereo unspecified)	-14%	50µM*	1%	2%	-10%	-12%	4%	-16%	?
21	Cc1cc(C)n(C(C)n2nc(C)cc2C)n1	-15%	-2%[59 µM]	10%	1%	0%	-1%	8%	1%	-13%
22	CC1CCN(c2nc3ccccc3n2CC(=O)c2ccccc2)CC1	-18%	6%	34%[activator]	-19%	-5%	-4%	0%	0%	-17%
23	CC(C)CC(=O)Nc1ccc2ccccc2c1	9%	18%&8%	148%[activator]	21%&41%	-3%	-5%&-1%	0%&-12%	1%&0%	-10%
24	Cc1ccc(C(=O)NCCc2nnc3ccc(SCC(=O)N4CCCCC4)nn23)cc1	-11%	.	22%	-25%	1%	-17%	-11%	-2%	1%
25	COc1cc(C2CC(=O)Nc3cc4c(cc32)OCCO4)cc(OC)c1O (stereo unspecified)	-25%	?	61%[activator]	34%	-20%	.	-13%	-3%	-9%
26	COc1ccc(OCCCC(=O)N(C)CC(=O)Nc2ccccc2Cl)cc1	-5%	50%	8%	?	-8%	39%	-29%	-11%	-14%
27	CC1=CC(C)(C)NC(=S)N1NC(=O)c1ccccc1Cl	11%	-5%	11%	33%	-8%	1%	-25%	-1%	-10%
28	Cc1c(C(=O)NCCSCc2cccc(C(F)(F)F)c2)cnn1-c1ccc(Cl)cc1	-8%	8%	51%[activator]	-20%	-6%	-1%	-5%	-12%	-15%
29	COc1ccc(C(=O)Nc2ccc(N3CCN(C(=O)c4ccccc4)CC3)cc2)cc1[N+](=O)[O-]	-35%	-19%[59 µM]	134%[activator]	-11%	-19%	13%	?	-15%	4%
30	Cc1ccc(Cl)cc1N1CCN(C(=O)c2cc(S(=O)(=O)N3CCCCCC3)cn2C)CC1	-36%	-36%[59 µM]	31%[activator]	?	-11%[60.1 µM]	.	?	-10%	-25%
31	Cc1ccc(OCC(=O)Nc2ccc(S(=O)(=O)Nc3cc(C)nc(C)n3)cc2)c(Br)c1	-7%	-34%[59 µM]	-31%	-18%	-8%	.	-19%	0%	-11%
32	COc1ccc(-c2nc3ccccc3c(=O)n2CCOc2cccc(C)c2C)cc1	6%	66%[activator][59 µM]	9%	2%	-13%	3%	-6%	-4%	9%
33	Cc1ccc(N2C(S)=C(C#N)C(=O)NC2c2ccco2)cc1 (stereo unspecified)	-21%	28µM*	-7%	1%	5%	1%	-17%	-5%	-18%
34	Cn1cccc1C(=O)N1CCC[C@@]2(CCN(c3cccc(-c4ccccc4)c3)C2)C1	.	2%[12.7 µM]	.	.	-6%[60.1 µM]	-3%	.	-7%	.
35	C=CCn1c(COc2ccccc2-c2ccccc2)nnc1SCC(=O)NC(=O)NCc1ccco1	?	-43%[12.7 µM]	?	-15%	-5%	-8%	?	-14%	-10%
36	CC1CCC(NC(=O)CCS(=O)(=O)c2ccc3c(c2)NC(=O)CS3)CC1 (stereo unspecified)	-3%	.	18%	9%	-9%	-7%	2%	-1%	-6%
37	CCC1C(=O)NCCN1C(=O)CCc1nnc(CCc2ccc(OC)cc2)o1 (stereo unspecified)	-18%	39%	21%	15%	-12%	16%	-3%	-2%	-17%
38	COc1ccc(-n2c(SCC(=O)NC3CCCCC3)nc3c([nH]c4ccccc43)c2=O)cc1	2%	13%[59 µM]	5%	5%	1%[60.1 µM]	.	2%	0%	-6%
39	Cc1ccc(N2CN=C(c3ccccc3)NC2=S)cc1	-17%	?	15%	1%	-7%	-1%	11%	-10%	-2%
40	COc1ccc(-c2nc(CS(=O)CC(=O)NCCCN3CC(C)CC(C)C3)c(C)o2)cc1OC (stereo unspecified)	-16%	56%[activator][59 µM]	-6%	30%	-2%	2%	-26%	-5%	2%
41	O=C(NCCS(=O)(=O)NCc1ccccc1)c1ccccc1	-20%	3%	2%	.	-5%	14%	10%	.	0%
42	C=C(C)c1cccc(C(C)(C)NC(=O)NCc2ccc(OC)c(OC)c2)c1	-20%	.	4%	5%	-9%	15%	10%	-1%	-4%
43	COCCN(C(=O)COC(=O)C(C)(C)Oc1ccc(Cl)cc1)c1c(N)n(Cc2ccccc2)c(=O)[nH]c1=O	9%	.	2%	.	-1%	.	.	.	-14%
44	CCCCn1c(NCc2cc(Cl)ccc2O)nc2ccccc21	-8%	-23%[59 µM]	3%	-25%	-6%[60.1 µM]	.	4%	-4%	-19%
45	CCCS(=O)(=O)N1CCN=C1SCc1cccc(F)c1	-26%	51%	11%	29%	0%	17%	10%	-2%	-1%

# As entered above:
# For Pol beta inh, `Cc1ccc(N2CN=C(c3ccccc3)NC2=S)cc1` reads 1%
# For Pol kappa inh, `CCCCn1c(NCc2cc(Cl)ccc2O)nc2ccccc21` reads -6%[60.1 µM]

# (cont.)
No.	Compound	JMJD2A Tudor	G9a inh	POLI inh	Pol beta inh	Pol kappa inh	APE1 inh	BAZ2B inh	BLM helicase inh	POLH inh
46	COc1ccc(OC)c(N/C(C)=C/C(=O)c2ccc(C)o2)c1	?	?	7%	1%	-3%	-3%	?	0%	-8%
47	N#CCCCC#Cc1ccc2c(c1)COc1c3ccccc3nn1-2	-28%	-6%[2.33 µM]	-9%	.	-1%	-9%	-34%	.	-5%
48	COC1(OC)N=C(N)C2(C#N)C(c3ccccc3)NC(C)=CC12C#N (stereo unspecified)	-10%	.	29%	10%	-4%	-1%	-24%	-3%	-13%
49	CC1CC(C)CN(C(=O)c2ccc3c(c2)N(Cc2ccccc2)CCS3)C1 (stereo unspecified)	?	40µM*	-17%	11%	-6%	-3%	?	-13%	-18%
50	Cc1ccc(C(=O)C2=C(O)C(=O)N(c3ncccn3)C2c2cccc(Cl)c2)o1 (stereo unspecified)	.	10µM*	.	-6%	.	10%	?	3%	.
51	CCOc1ccc(-n2nc3ccc(NC(=O)c4ccc(OC)c(Cl)c4)cc3n2)cc1	-17%	-2%[59 µM]	23%	4%	-1%[60.1 µM]	.	-7%	-15%	-2%
52	C/C(=N\NC(=O)OC(C)(C)C)c1ccc(-n2ccnc2)cc1	-13%	11%	-2%	12%	10%	11%	-11%	0%	-8%
53	CC(C)c1nnc(NC(=O)CCC2CCCCC2)s1	-13%	.	43%[activator]	35%	1%	-5%	-5%	-2%	-7%

# Screen by screen, as entered above:
# Compounds 12 to 22 in Pol beta inh, in turn: -1%, 11%, 93%, 8%, ., -2%&11%, 37%, ., 2%, 1%, -19%
# Compounds 12 to 22 in POLH inh, in turn: 9%, -15%, -4%, 4%, -29%, -25%&-15%, -16%, ., ?, -13%, -17%

# Source: PubChem

# Only part of the results is shown. The share of hits here may be higher or lower than overall.
